Screening data (PubChem BioAssay)
TAAR1 antag – human TAAR1 antagonism. hit rate 1.5% among 360,000. Q96RJ0. CHO RD-HGA16 TAAR1, Fluo-8 calcium fluorescence, antagonist. inhibition, % at 3 µM;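 active means inhibition above a per-plate cutoff, the mean inhibition of test compounds on that plate plus 3 SD, cut at about 49% in these data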;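 further: 0% = DMSO plus EC80 beta-PEA response and 100% = DMSO alone without agonist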
Target sequence (Q96RJ0 whole entry, looked up): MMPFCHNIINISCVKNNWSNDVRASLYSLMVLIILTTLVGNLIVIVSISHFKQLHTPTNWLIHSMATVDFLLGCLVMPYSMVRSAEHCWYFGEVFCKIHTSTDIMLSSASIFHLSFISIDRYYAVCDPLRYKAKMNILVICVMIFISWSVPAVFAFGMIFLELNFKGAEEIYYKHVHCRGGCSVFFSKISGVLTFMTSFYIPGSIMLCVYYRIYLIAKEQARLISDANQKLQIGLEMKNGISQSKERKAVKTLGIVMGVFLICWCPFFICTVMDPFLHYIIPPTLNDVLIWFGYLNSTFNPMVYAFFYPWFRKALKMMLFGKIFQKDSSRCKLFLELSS
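System: RD-HGA16 CHO cells with stable hTAAR1 and Gα16 | Probe or stimulus: EC80 β-phenethylamine stimulus | Dosing: 3 µM, single point | Times: Dye loading 75 min at 37 °C, then 30 min room temperature | Measured by: Fluo-8 calcium-sensitive fluorescence | Read-out basis: % inhibition of agonist calcium response | Replicates: n of 1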
TAAR1 ag – agonists of human TAAR1; Q96RJ0; CHO RD-HGA16 TAAR1, Fluo-8 calcium fluorescence; vehicle wells 0%, saturating PEA agonist 100%; activation, % at 3 µM; hit rate 0.99% among 360,000; AID 624467;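 active means activation above the mean activation of all test compounds in the run plus 3 SD, cut at about 38% in these data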
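System: CHO-derived RD-HGA16 cells with stable Gα16 and human TAAR1. Times: 17-24 h plating, Fluo-8 75 min 37 °C, 30 min RT. Measured by: calcium-sensitive Fluo-8 signal, excitation 470-495, emission 515-575 nm. Read-out basis: % activation relative to PEA EC100 response. Control set: DMSO and PEA EC100. Repeats: no replicates (n 1).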
CHO-K1 Ca PAM – nonselective activator or artifact in parental CHO-K1 calcium assay. ATP EC20, Fluo-8 calcium fluorescence; 0% at ATP EC20, 100% at ATP max. activation, % at 3 µM. hit rate 0.02% among 360,000. AID 602247;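 active means activation above the run cutoff, the mean activation of all test compounds plus 3 SD, cut at about 40% in these data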;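 further: peak over basal fluorescence ratio in a 140 s read after ATP addition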
OXTR potentiator – potentiators of human oxytocin receptor. P30559. CHO-OTR cells, Fluo-8 calcium fluorescence, potentiator mode; 0% = oxytocin EC15, 100% = EC100. activation, % at 3 µM. hit rate 0.061% among 320,000. AID 2445;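 active means activation above that plate's cutoff, the mean activation of tested compounds plus 3 SD, cut at about 6.6% in these data, passing the limit was not always enough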;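 further: 100% uses oxytocin at 75 nM as the full agonist control; some results filed as inactive read as strong as hits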
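Replication – single well per compound, singlicate · Assay system – CHO cell line stably expressing human OTR · Timing – 6 min pre-incubation, 100 s read · Measure – normalized max/min fluorescence ratio, % activation · Doses – 3.0 µM, one dose · Detection – Fluo-8 calcium dye fluorescence · Probe or stimulus – oxytocin near EC15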
CHRM1 agonist – agonists of human M1 muscarinic receptor | activation, % at 3 µM | CHO-K1 hM1, Fluo-8 calcium fluorescence, agonist mode; 0% DMSO, 100% acetylcholine EC100 | P11229 | hit rate 0.33% among 360,000;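 active means activation above the run's mean compound activation plus 3 SD, cut at about 16% in these data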;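 further: peak over basal fluorescence ratio within a 140 s kinetic read after compound addition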
Target sequence (P11229 whole entry, looked up): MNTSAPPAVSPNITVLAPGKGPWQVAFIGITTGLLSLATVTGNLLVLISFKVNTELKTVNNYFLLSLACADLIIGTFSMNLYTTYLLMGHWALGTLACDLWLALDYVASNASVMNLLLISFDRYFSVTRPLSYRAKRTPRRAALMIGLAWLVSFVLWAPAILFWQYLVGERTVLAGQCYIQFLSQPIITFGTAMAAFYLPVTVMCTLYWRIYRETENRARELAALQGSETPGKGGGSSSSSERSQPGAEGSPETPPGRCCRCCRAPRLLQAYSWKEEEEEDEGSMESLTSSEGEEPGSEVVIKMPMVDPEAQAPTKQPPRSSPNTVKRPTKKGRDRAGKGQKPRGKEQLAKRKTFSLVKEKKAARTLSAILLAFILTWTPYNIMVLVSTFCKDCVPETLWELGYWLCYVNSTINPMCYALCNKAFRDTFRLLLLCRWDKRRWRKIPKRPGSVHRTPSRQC
V1aR counter – V1a receptor agonism, counter-screen for OXTR agonists; P37288; CHO-V1R cells, Fluo-8 calcium fluorescence, agonist mode; 0% DMSO, 100% 3 nM vasopressin; activation, % at 3 µM; hit rate 0.25% among 320,000;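 active means activation above the mean activation of all tested compounds plus 3 SD, per screening run, cut at about 20% in these data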;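 further: signal is peak over basal fluorescence ratio across a 100 second FLIPR read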
CHO-K1 Ca antag – nonselective inhibitor or artifact in parental CHO-K1 cells. ATP-induced calcium, Fluo-8 fluorescence. inhibition, % at 3 µM. hit rate 0.6% among 360,000;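 active means inhibition above a per-plate cutoff, the plate's mean sample inhibition plus 3 SD, cut at about 24% in these data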;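 further: 0% = DMSO plus EC80 ATP and 100% = DMSO alone without ATP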
CHO-K1 Ca ag – nonselective activator or artifact in parental CHO-K1 cells; Fluo-8 calcium fluorescence; scaled to maximal ATP response, vehicle zero; activation, % at 3 µM; hit rate 0.48% among 360,000; in the data active means activation above about 15%;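 further: untransfected CHO-K1 host cells lacking M1 receptor as counterscreen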
CHO parental Ca – signal in parental CHO cells, OX1R antagonist counter-screen | parental CHO-K1, ATP-induced calcium, Fluo-8 fluorescence | inhibition, % at 5.6 µM | hit rate 0.63% among 330,000 | AID 463079;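 active means inhibition above that plate's mean sample inhibition plus 3 SD, cut at about 26% in these data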;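 further: 0% = ATP-challenged DMSO wells and 100% = DMSO wells without ATP; some compounds past the cut are filed as inactive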
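material = parental CHO cells | also added = ATP as calcium-mobilizing challenge | dosing = single point at 5.6 µM | detection = intracellular calcium via Fluo-8 no-wash fluorescent dye | read-out = % inhibition | benchmarks = low control ATP plus DMSO, high control DMSO only | repeats = one well per compound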
Active calls of the source: *; x = no result given.

SMILES | TAAR1 antag | TAAR1 ag | CHO-K1 Ca PAM | OXTR potentiator | CHRM1 agonist | V1aR counter | CHO-K1 Ca antag | CHO-K1 Ca ag | CHO parental Ca
CCOC(=O)C(=Nc1ccc(Cl)cc1)NO | -28 | 5 | 10 | -3 | -3 | -0.2 | 3 | 0.6 | -12
CN1CCN(C(=S)c2ccc(-c3cc(Cl)ccc3Cl)o2)CC1 | 9 | 4 | 20 | -5 | -3 | -1.3 | -11 | 1.8 | -25
O=C(NC(C(=O)N/N=C/c1ccccn1)c1n[nH]c(=O)c2ccccc12)c1ccccc1 (stereo unspecified) | -28 | 3 | 2 | 0 | -3 | -0.6 | 1 | 0.2 | -5
O=C1OC(N2C(=O)CC[C@H]2C(=O)Nc2ccc3c(c2)OCO3)c2ccccc21 (stereo partly specified) | -1 | 1 | 15 | -3 | 2 | -0.1 | 0 | 0.5 | -6
COc1cc(NC(=O)c2cc(-c3cccs3)on2)cc(OC)c1OC | 31 | 9 | 1 | -7 | -2 | -0.1 | -19 | 8.0 | -17
O=C(COc1ccc([N+](=O)[O-])cc1Cl)N(C1CCCCC1)C1CCS(=O)(=O)C1 (stereo unspecified) | -22 | 4 | 3 | x | 1 | x | 8 | 0.9 | x
CCOC(=O)[C@H]1[C@H]2COc3ccccc3[C@@H]2N2C(=O)c3cc(Cl)ccc3NC(=O)[C@@]12C | 21 | 25 | 16 | 4 | -13 | -1.2 | -12 | -0.1 | -17
Cc1cccc(C)c1NC(=O)CNC(=O)COC(=O)c1ccc(Cl)s1 | -18 | 9 | 1 | -5 | -2 | 1.1 | -15 | 1.1 | -10
O=C(NCCN1CCOCC1)c1ccc(/C=C2\Sc3ccccc3N(Cc3ccc(F)cc3)C2=O)cc1 | 70* | 18 | 2 | -6 | -9 | 6.6 | -2 | 9.5 | -20
O=C(Nc1ccc2c(c1)OCCO2)c1ccc(Cl)c(S(=O)(=O)N2CCCCC2)c1 | 29 | 10 | 12 | -16 | -1 | 1.9 | -2 | 2.4 | 9
COc1cccc(C(NC(C)=O)c2nc(-c3cccc(C(=O)O)c3)cs2)c1 (stereo unspecified) | -19 | 1 | 8 | x | -2 | x | -9 | -0.1 | x
Cc1c(NC(=S)NC(=O)c2ccc(COc3ccccc3)cc2)cccc1C(=O)O | 4 | 0 | -6 | -9 | -2 | 1.2 | 2 | 0.3 | -4
N#C/C(=N\O)c1nc2ccccc2s1 | -15 | 6 | 7 | -6 | -2 | 0.8 | -3 | 0.2 | -3
COC(=O)[C@]1(S(=O)(=O)c2ccccc2)C[C@@H]2ON=C(c3ccc(OC)cc3)[C@@H]2C1 | 19 | 3 | 3 | -6 | -2 | 1.8 | -9 | 1.1 | -2
O=C(NCCc1ccc(Cl)cc1)C1CCN(S(=O)(=O)c2ccc(-n3cnnn3)cc2)CC1 | 43 | 3 | 0 | -17 | -3 | 3.6 | 1 | 0.9 | 2
CN1C(=O)N(CC(=O)Nc2ccc(C(F)(F)F)cc2)C(=O)C12CCCCC2 | -8 | -1 | 4 | x | -4 | x | 0 | 0.4 | x
Cc1nc(N/N=C/c2ccccc2)nc(N(C)c2ccccc2)c1[N+](=O)[O-] | 0 | 6 | -3 | -12 | -3 | -1.1 | -3 | 0.5 | -12
CC(C)[C@H](NC(=O)C1CCN(S(=O)(=O)c2ccccc2)CC1)C(=O)NCc1ccc(F)cc1 | -28 | 5 | 3 | -4 | -2 | 3.0 | -12 | 3.9 | -28
O=C(C[C@H]1C/C=C\CC[C@H](Cc2ccc(F)cc2)C(=O)OC[C@H]2CCCN2C1=O)N[C@@H](CO)Cc1ccccc1 | 17 | 15 | 19 | -8 | 1 | 1.0 | -11 | 3.2 | -27
c1ccc(-c2nn3nnnc3c3ccccc23)cc1 | 1 | -1 | -8 | 0 | -4 | -0.2 | 8 | 0.0 | -20
CCCc1nnc(NC(=O)CCC(=O)NC2CCCCCC2)s1 | -3 | 1 | 11 | 8 | -3 | 0.1 | 4 | 0.8 | 2
Cc1ccc(S(=O)(=O)CC(=O)c2cc(C)c(O)c(C)c2)cc1 | 16 | 5 | 17 | -3 | -2 | 2.9 | -2 | 1.9 | -3
Cc1c(Cl)cccc1NC(=O)CNC(=O)CCS(=O)(=O)c1ccc(F)cc1 | -19 | -1 | 18 | -10 | -5 | -0.5 | -17 | -0.4 | -17
COc1cc(-c2n[nH]c(=S)n2/N=C/c2cccn2C)cc(OC)c1OC | 71* | 138* | 2 | -22 | 64* | 51* | -1 | 22* | 29
CCOC(=O)c1nn(-c2ccccc2)cc1O | -2 | -1 | 6 | -15 | -4 | 0.4 | -13 | 0.5 | -6

Three of the entries above in order of the TAAR1 antag value, low to high.
SMILES	TAAR1 antag
CN1C(=O)N(CC(=O)Nc2ccc(C(F)(F)F)cc2)C(=O)C12CCCCC2	-8
CCOC(=O)c1nn(-c2ccccc2)cc1O	-2
COc1cc(-c2n[nH]c(=S)n2/N=C/c2cccn2C)cc(OC)c1OC	71*

The list continues:
SMILES | TAAR1 antag | TAAR1 ag | CHO-K1 Ca PAM | OXTR potentiator | CHRM1 agonist | V1aR counter | CHO-K1 Ca antag | CHO-K1 Ca ag | CHO parental Ca
O=C(O)CSc1ccc(S(=O)(=O)N2CCCC2)cn1 | -3 | -1 | -7 | -2 | -1 | -0.2 | -11 | 0.3 | -9
COCCNC(=O)CCc1nc(-c2ccccc2)no1 | -5 | 5 | 7 | -6 | -2 | -0.3 | -7 | 0.6 | -11
NC1(C(=O)O)CC1 | -26 | 2 | 6 | -9 | -1 | -0.4 | 3 | 0.3 | 4
NC(=O)CC(NC(=O)c1ccccc1)c1ccc(N2CCc3ccccc3C2)c([N+](=O)[O-])c1 (stereo unspecified) | 13 | 11 | 12 | -4 | -6 | 0.3 | -6 | 0.2 | -8
O=C(COC(=O)Cc1ccc(S(=O)(=O)N2CCOCC2)s1)NCc1ccccc1 | 3 | 6 | 22 | -5 | 0 | 0.6 | 4 | 0.8 | -23
COc1ccc(NC(=O)CN(C)C(=O)c2ccc3ccccc3n2)cc1 | 4 | 4 | 19 | -4 | -3 | 1.0 | -15 | 0.4 | -2
CCOc1cc(C2NC(=O)NC(c3ccccc3)=C2C(=O)c2ccccc2)c(Br)cc1OCC(=O)O (stereo unspecified) | 14 | 1 | 6 | 3 | -7 | 0.8 | 12 | 0.2 | -10
COc1ccc(/C(O)=C2/C(=O)C(=O)N(CCCN(C)C)C2c2ccccc2)cc1OC (stereo unspecified) | 7 | 12 | -12 | 0 | -7 | 0.6 | -12 | -0.4 | -3
Cc1cccc(NC(=O)CSc2nnc(CNC(=O)c3ccco3)o2)c1 | -23 | 12 | -3 | -7 | -1 | 0.4 | -15 | 1.6 | -13
CC(C)(C)C(=O)Nc1cccc(S(=O)(=O)NC2=NCCC2)c1 | -11 | 1 | -1 | 0 | -3 | 0.7 | 11 | 0.8 | -4
C/C(=C\c1ccccc1)C(=O)N1CCN(c2cccc(C(F)(F)F)c2)CC1 | -7 | 0 | 22 | -5 | -2 | -1.1 | -8 | 1.0 | -17
CCn1c(-c2cc3ccccc3cc2O)n[nH]c1=S | 7 | 10 | 13 | -6 | -1 | 9.3 | 3 | 1.2 | 2
CN1CCN(c2nc3c(c(=O)n(C)c(=O)n3C)n2Cc2ccc(F)cc2)CC1 | -15 | 2 | 27 | 2 | -10 | 0.2 | -9 | 0.4 | 2
COc1ccc(C#Cc2c(-c3ccc(OC)cc3)oc3ccc(-c4ccc5c(c4)OCO5)cc23)cc1 | 3 | 3 | 4 | 6 | 1 | 1.6 | -13 | 0.2 | -15
Clc1ccccc1-c1nnc(-c2cccnc2)o1 | -17 | 1 | 12 | -1 | 0 | -0.4 | 0 | 11 | -5
Cc1ccc(N=Cc2c(O)[nH]c3ccccc23)c([N+](=O)[O-])c1 | 4 | 3 | 4 | -2 | -1 | -0.7 | -1 | 1.4 | -20
CCOC(=O)COc1nc(Nc2ccccc2C)nc(N(C)C)n1 | 0 | 1 | 14 | -6 | -6 | -1.6 | -3 | -0.2 | -23
N#Cc1ccc(Oc2ccc(NC(=O)C3CC=CCC3C(=O)O)cc2)cc1 (stereo unspecified) | 4 | 2 | 8 | -1 | -3 | 0.1 | -18 | 0.2 | -20
O=C(CSc1ccc2ccccc2n1)NCCCN1CCCC1=O | 3 | 0 | 8 | 1 | -3 | 0.7 | -23 | 0.9 | -8
NC(=O)NC(Cc1ccccc1)C(=O)O (stereo unspecified) | -10 | 11 | 9 | 2 | -1 | 0.8 | -3 | 0.9 | -4
COCCNC(=O)Cn1nc(-c2ccc(Cl)cc2)c2ccccc2c1=O | -29 | 1 | -5 | -6 | -1 | 1.4 | -1 | 1.1 | -16
O=c1cc(NCCc2ccccc2)c2ccccc2o1 | -26 | 12 | 5 | -15 | -3 | 6.4 | -4 | 13 | -6
CCC(/C=N/NC(=O)C(=O)N/N=C/C(CC)CC)CC | -11 | 5 | 10 | -8 | -6 | -0.6 | -9 | 0.6 | -16
CC(CNC(=O)CCc1nnc2ccc(N3CCC4(CC3)OCCO4)nn12)c1ccccc1 (stereo unspecified) | -4 | 7 | -15 | -5 | -1 | 1.5 | 2 | 0.1 | -5
CCCOP(=O)(c1ccc(N(C)C)cc1)C(O)c1cc(OC)c(OC)c(OC)c1 (stereo unspecified) | -10 | 7 | 25 | -16 | -3 | -0.1 | -9 | 0.8 | -12
O=C1NC[C@@H](CCCCN2C[C@H](Cc3ccc(O)cc3)N(CCC3CCCCC3)C(=O)C2=O)N(CCC2CCCCC2)C1=O | -15 | 3 | 14 | x | x | x | -19 | 2.8 | x
O=C(COc1cccc(Cl)c1)N/N=C\c1cc2ccccc2nc1Cl | 13 | 2 | 28 | 1 | -5 | 0.5 | -10 | 1.9 | 8
CN(Cc1ccc2nonc2c1)Cc1nc(Cc2cccc(F)c2)no1 | -18 | 1 | 17 | -6 | -11 | -0.8 | -5 | 1.0 | -10
O=C(N/N=C/c1cc([N+](=O)[O-])ccc1N1CCNCC1)c1ccc([N+](=O)[O-])cc1 | 5 | 5 | 18 | -17 | 0 | -0.3 | -6 | 0.2 | -12

Rows are unselected. About 3.3% of those tested had a hit in this group.
